Menin-MLL TR inh: qHTS Assay for Inhibitors Targeting the Menin-MLL Interaction in MLL Related Leukemias: Competition With Texas Red Labeled MLL-derived Mutant Peptide; O00255; Menin + Texas Red MLL mutant peptide, fluorescence polarization; Potency, µM (series often up to 61.6 µM), without a hit: at the top dose FP activity change, negative = inhibition, hits mostly inhibitors; 0.23% of 270,000 active; active = well fitted inhibition curve with a large enough effect in the polarisation, with a control signal flat, not every such curve was filed as active; inconclusive = small, poorly fitted or top-dose-only effect, or effect the other way, or a change in a side signal; inactive = no such curve, though single readings can be large or run the other way; the % refers to the polarisation; also: potency is read from the fitted curve at half-maximal effect; % of control where 0% means no effect; many of its hits are not listed in these tables
Target sequence (O00255 whole entry, looked up): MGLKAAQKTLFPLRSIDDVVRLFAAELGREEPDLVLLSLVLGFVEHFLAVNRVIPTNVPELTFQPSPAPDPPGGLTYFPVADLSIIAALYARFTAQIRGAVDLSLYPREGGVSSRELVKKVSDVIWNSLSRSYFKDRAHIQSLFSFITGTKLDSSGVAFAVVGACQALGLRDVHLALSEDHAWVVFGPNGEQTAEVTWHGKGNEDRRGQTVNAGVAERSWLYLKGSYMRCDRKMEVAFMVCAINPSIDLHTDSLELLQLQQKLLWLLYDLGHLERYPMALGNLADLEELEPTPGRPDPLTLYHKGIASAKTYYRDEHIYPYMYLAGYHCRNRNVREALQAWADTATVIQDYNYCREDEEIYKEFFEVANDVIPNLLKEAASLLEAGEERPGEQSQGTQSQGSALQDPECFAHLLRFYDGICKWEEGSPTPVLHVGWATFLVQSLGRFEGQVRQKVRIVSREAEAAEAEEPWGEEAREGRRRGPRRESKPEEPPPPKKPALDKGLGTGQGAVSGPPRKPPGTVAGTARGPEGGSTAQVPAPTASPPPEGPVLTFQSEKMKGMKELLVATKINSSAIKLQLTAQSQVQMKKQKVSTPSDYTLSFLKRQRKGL
PKM2 act: qHTS Assay for Activators of Human Muscle isoform 2 Pyruvate Kinase | purified PKM2, Kinase-Glo ATP luminescence, activation; response scale: 0% is enzyme alone, no compound | Potency, µM (titrated, usually from 57.5 µM), for inactives: at the top dose activation, most hits filed as activators | 0.34% of 260,000 active; also: potency is read from the fitted curve at half-maximal effect; % is scaled to controls: 0 for no effect and ±100 for the full control effect; nearly all actives have a fitted effect of over 55% in size
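Purified hPK-M2 (>95%) run at intermediate activity with 0.1 mM ADP and 0.5 mM PEP in 50 mM imidazole pH 7.2, KCl, MgCl2; 1 h room temperature. ATP formed read by Kinase-Glo luminescence; normalized to uninhibited and no-enzyme controls.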
Giardia kill: Small Molecules that selectively kill Giardia lamblia: qHTS; Giardia lamblia trophozoite viability; activity change, % at 7.66 µM, hits read low; 0.15% of 340,000 active; AID 540267, 2011; in the data active = activity change below about -80%; inconclusive = between about -30% and that limit;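 also: parasites exposed to compound for two days anaerobically before the ATP read; % is scaled to controls: 0 for no effect and ±100 for the full control effect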
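Compounds were tested on trophozoites seeded at 100 cells/well and held 48 hrs at 37 deg C anaerobically. An ATP-based luminescent kit measured the remaining live cells.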
FBPA coupling cs: qHTS Assay for Inhibitors of Fructose-1,6-bisphosphate Aldolase from Giardia Lamblia: Coupling assay counterscreen; AID 2472, 2010; activity change, negative = inhibition, % at 58.2 µM, hits read low; 0.67% of 290,000 active; coupling enzyme system counterscreen, AmpLite Red fluorescence; in the data active = activity change below about -30%; also: % is scaled to controls: 0 for no effect and ±100 for the full control effect
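Compounds tested against the coupling enzymes alone at 57.5 uM final; readout was AmpLite Red fluorescence (525/598 nm) after 20 min at RT.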
GALK inhibitor: qHTS Assay for Inhibitors of Human Galactokinase (GALK); 0.007% of 270,000 active; Potency, µM (highest dose often 57.5 µM), inactives show top-dose activity change, negative = inhibition, usual class: inhibitors; Purified GALK, Kinase-Glo residual ATP luminescence; P51570; also: potency is read from the fitted curve at half-maximal effect; % is scaled to controls: 0 for no effect and ±100 for the full control effect
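Luminescence from leftover ATP (Ultra-Glo luciferase/luciferin) served as read-out after a 1 h room-temperature reaction of 5 nM GALK with 35 uM ATP and 100 uM galactose.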
TRPV1 ag: HTS Assay for Compounds that Act as Agonists of the Vanilloid Receptor 1; Transient receptor potential cation channel subfamily V member 1 (Homo sapiens), Q8NER1; TRPV1-expressing cells, Fluo-8 calcium influx, agonist mode; activation, % at 8.33 µM; 0.19% of 320,000 active; AID 540275, 2011; in the data active = activation above about 80%; inconclusive = between about 30% and that limit; also: 0% is about no effect
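Fluo-8 calcium influx in TRPV1-expressing cells, kinetic read (ex 480/em 520 nm). Compound added and read 3 min for agonist activity, followed by capsaicin at EC20 final and 2 min further read for enhancement.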
MLL CXXC-DNA inh: qHTS Fluorescence Polarization Assay for Inhibitors of MLL CXXC domain - DNA interaction; 0.037% of 290,000 active; Potency, µM (doses to about 115 µM), without a hit: at the top dose activity change, negative = inhibition, most hits filed as inhibitors; Histone-lysine N-methyltransferase 2A (Homo sapiens), Q03164; MLL-CXXC / FITC-HOXA9 DNA fluorescence polarization; active = well fitted inhibition curve with a large enough effect in the polarisation, with a control signal flat, not every such curve was filed as active; inconclusive = small, poorly fitted or top-dose-only effect, or effect the other way, or a change in a side signal; inactive = no such curve, though single readings can be large or run the other way; the % refers to the polarisation; also: potency is read from the fitted curve at half-maximal effect
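Steps: dispense CXXC domain solution (7 uM) → pin compounds or unlabeled HOX-A9 DNA control → 5 min ambient → add FLSN-HOX-A9 solution (50 nM) → spin → 30 min ambient → fluorescence polarization. Tris pH 7.5/NaCl/DTT/BSA buffer.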
USP2a block: qHTS Assay for Inhibitors of Ubiquitin-specific Protease USP2a Using CHOP2 as the Reporter; Potency, µM (doses to about 38.3 µM), without a hit: top-dose activity change, negative = inhibition, actives largely listed as inhibitors; 0.01% of 330,000 active; USP2 core, Ub-CHOP2 coupled fluorogenic reporter, 485/531; Ubiquitin carboxyl-terminal hydrolase 2 (Homo sapiens), O75604;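 also: potency is read from the fitted curve at half-maximal effect; plate controls were DMSO wells for no effect and full inhibition by NEM control for full effect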
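Cell-free coupled assay: 10nM USP2 core preincubated 30min RT with compound in Tris-HCl pH 8.0/CaCl2/CHAPS buffer, then 25nM Ub-CHOP2 and 25nM reporter substrate; fluorescence (Ex 485/Em 531) read after 60min RT, normalized to NEM inhibition, concentration-response curves fitted.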
B2AR arrestin: qHTS assay of beta-arrestin-biased ligands of beta2-adrenergic receptor. Beta-2 adrenergic receptor (Homo sapiens), P07550. beta-arrestin recruitment to beta2AR, cell-based reporter. Potency, µM (top dose mostly 46.1 µM), for the others: top-dose activation, usual class: activators. 0.02% of 330,000 active. AID 492947, 2010;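 also: potency is read from the fitted curve at half-maximal effect; 0% = DMSO controls and full agonism = EC100 isoproterenol or metaproterenol; nearly all actives have a fitted effect of over 65% in size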
Target sequence (P07550 whole entry, looked up): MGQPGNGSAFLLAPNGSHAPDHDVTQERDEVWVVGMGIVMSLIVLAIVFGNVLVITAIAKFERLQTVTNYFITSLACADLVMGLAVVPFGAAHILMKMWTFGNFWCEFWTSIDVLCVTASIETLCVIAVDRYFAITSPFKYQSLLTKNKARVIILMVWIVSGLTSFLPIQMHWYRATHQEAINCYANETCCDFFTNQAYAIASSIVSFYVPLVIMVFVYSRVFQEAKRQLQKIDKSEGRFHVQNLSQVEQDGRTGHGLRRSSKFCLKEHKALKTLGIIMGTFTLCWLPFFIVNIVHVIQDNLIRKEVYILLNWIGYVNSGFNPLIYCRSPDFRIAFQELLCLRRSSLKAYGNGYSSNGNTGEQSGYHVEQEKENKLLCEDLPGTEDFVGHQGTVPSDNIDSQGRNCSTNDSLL
KCNH2 3.1 inh: qHTS for Inhibitors of KCHN2 3.1: Mutant qHTS; Potassium voltage-gated channel subfamily H member 2, brain isoform KCNH2 3.1 (human); U2OS KCNH2 3.1, thallium flux FluxOr; hits give low values; activity change, % (tested at about 1.8 µM); 0.95% of 340,000 active;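 active = maximum activity change below -70%; inconclusive = maximum activity change from -70% to -50%; inactive = maximum activity change above -50%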;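 also: thallium influx rate constant from kinetic fluorescence after stimulation buffer; % is scaled to controls: 0 for no effect and ±100 for the full control effect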
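We transduce U2OS cells with the mutant 3.1 virus, culture them overnight, load FluxOr with Red40 quencher for 45 min, then add stimulation buffer and read kinetically for 2 min to derive a normalized rate constant.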
hERG WT inh: qHTS for Inhibitors of KCHN2 3.1: Wildtype qHTS; Voltage-gated inwardly rectifying potassium channel KCNH2 (Homo sapiens), Q12809; U2OS, BacMam KCNH2, thallium flux FluxOr; hits give low values; activity change, % at 1.84 µM; 0.37% of 340,000 active; AID 720551, 2013;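 active = maximum activity change below -70%; inconclusive = maximum activity change between -70% and -50%; inactive = maximum activity change above -50%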; also: % is scaled to controls: 0 for no effect and ±100 for the full control effect
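U2OS cells were transduced with wild-type KCNH2 virus (2.03 x 10^8 / mL) for 4 h at room temperature, then cultured overnight at 37 C. Thallium flux was read with FluxOr dye. Rate constants were normalized to DMSO controls.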
Starred values were filed as active, the others as inactive; ? = inconclusive; . = no result given; & = joins results of further samples; [ ] = another dose, or the depositor's remark. Unless noted, calls follow the shape of the dose curve; as a rule, active = well fitted curve in the direction sought with a large enough effect; inconclusive = small, poorly fitted or top-dose-only effect, or another doubt; inactive = no such curve, though single readings can be large; an effect the other way counts as inactive or inconclusive.

SMILES	Menin-MLL TR inh	PKM2 act	Giardia kill	FBPA coupling cs	GALK inhibitor	TRPV1 ag	MLL CXXC-DNA inh	USP2a block	B2AR arrestin	KCNH2 3.1 inh	hERG WT inh
CCN(c1ccccc1)c1nc(C#N)nc(N(CC)c2ccccc2)n1	.	0%	-15&11	9	-5%	9	-2%	-1%	-1.1%	-8	-8
CC1(c2nnc(-c3ccccc3)o2)CC(c2cccc(Cl)c2)=NO1 (stereo unspecified)	.	0%	9	3	2%	27	0%	4%	-0.5%	-23	-1
CCOc1cc(/C=N/N=C(N)N)ccc1OCc1ccc(Cl)cc1	14%	4%	-3	-1	2%	-1	?	0%	-1.3%	-31	-19
COC(=O)c1c(F)c(F)c(NCCO)c(F)c1F	3%	-8%	16	-2	3%	0	-7%	0%	-1.0%	-3	-2
CCN(CC)CC(=O)N1CCCC(C(=O)c2ccccc2OC)C1 (stereo unspecified)	6%	-2%	20	1	0%	-1	0%	6%	0.3%	-8	-2
COc1ccc(OC)c(Cc2nnc(CCC(=O)N3CCCCC3)o2)c1	1%	-3%	-17	4	3%	0	-1%	0%	-0.9%	6	-5
O=C1NC(=Nc2ccc(F)cc2)SC1Cc1ccc(F)cc1 (stereo unspecified)	.	-3%	-2	4	0%	18	-9%	1%	-0.2%	-20	1
Cc1nc(-c2ccccn2)sc1C(=O)Nc1ccc(Cl)c(Cl)c1	.	2%	3	2	-9%	.	6%	4%	-3.6%	-16	0
CCCCS(=O)(=O)c1sc2nc(C)cc(C)c2c1N	10%	9%	4	2	0%	3	-3%	3%	-0.2%	-2	2
O=P(O)(CCc1ccccn1)CN1CCOCC1	5%[11.7 µM]	3%	26	0	1%	.	-6%	2%	0.4%	-4	-5
CCOC(=O)CSc1nc2ccccc2c(=O)n1CC(C)C	-18%	-1%	-20	2	2%	?	-5%	2%	-0.9%	-13	-11
Cc1c(/C=N/NC(=O)c2cccs2)c2ccccc2n1Cc1ccccc1Cl	.	0%	-15	-2	-1%	1	0%	0%	0.5%	-2	2
O=C(NCCCN1CCOCC1)c1sc2cc([N+](=O)[O-])ccc2c1Cl	1%	-14%	7	-60*	0%	0	16%	4%	-1.1%	-5	0
CC1CC(=O)Nc2ccccc2N1S(=O)(=O)c1ccc(Br)cc1 (stereo unspecified)	-4%	10%	18	1	0%	4	3%	1%	-0.1%	10	3
CC1Cc2cc(/C(O)=C3/C(=O)C(=O)N(Cc4ccco4)C3c3cccs3)ccc2O1 (stereo unspecified)	16%	17%	12	5	0%	-3	0%	0%	0.8%	10	3
CCN(Cc1ccccc1)C(=O)CCS(=O)(=O)c1ccc2c(c1)NC(=O)CO2	0%	-5%[0.46 µM]	9	0	6%	?	9%	0%	0.0%	-22	-4
COc1ccc2[nH]c(O)c(N=NC(=O)Cc3cccs3)c2c1	.	-2%	-14	-7	-1%	1	-10%	-10%	-0.1%	2	0
CCN1CCN(C(c2nnnn2Cc2ccc3c(c2)OCO3)C(C)C)CC1 (stereo unspecified)	5%	-15%	-4	-3	-2%	1	4%	-2%	0.0%	-2	4
CCn1c(COc2ccc(OC)cc2)nnc1SCC(=O)Nc1cc(OC)ccc1OC	-6%	4%	-1	0	2%	-1	3%	3%	-0.3%	-5	4
O=c1cc(Cn2nnc(-c3ccc(Cl)cc3)n2)nc2sccn12	3%	14µM*	1	-2	4%	10	-8%	4%	-1.1%	-10	2
CCNC(=S)Nc1cc(Cl)ccc1Oc1ccccc1	-5%	-3%	9	-1	0%	23	5%	0%	2.3%	-3	-5
O=C(COC(=O)Cc1c[nH]c2ccccc12)NCCc1ccccc1	.	.	-4	.	.	17	.	-2%	0.0%	-12	-4
Cc1ccc2nc(NC(=O)C3CCCN(S(=O)(=O)c4cccc5nsnc45)C3)sc2c1 (stereo unspecified)	10%	0%	19	-5	3%	2	28%	-10%	-1.1%	-3	-16
Cc1ccc(NC(=O)COC(=O)Cn2cnc3ccccc32)c(C)c1	.	.	22	.	.	.	.	4%	0.3%	8	-10
O=C(NCCCCNC(=O)C(F)(F)F)C(F)(F)F	-7%	2%	-9	0	-1%	-3	7%	2%	0.3%	9	-6
CCCCN(C(=O)c1c(CC)noc1C)c1c(N)n(CC(C)C)c(=O)[nH]c1=O	.	.	3	.	.	0	.	5%	0.1%	4	-3
O=C(Nc1ccc2c(c1)CN(Cc1ccccc1O)CC2)C1CCCO1 (stereo unspecified)	.	.	-11	.	4%	19	12%	1%	-0.1%	8	18
Cc1ccc(S(=O)(=O)NC2CC2)cc1	-17%	0%	1	1	-1%	0	3%	1%	0.0%	33	-32
COc1ccc(Nc2nc(NCC3CCCO3)nc(N)c2[N+](=O)[O-])cc1 (stereo unspecified)	.	0%	-8	1	.	0	-1%	0%	-0.5%	-32	-20
CCCc1nnc(NC(=O)CN2C(=O)c3ccccc3C2=O)s1	-2%	-13%	3	-4	1%	4	-12%	-5%	-0.2%	-13	-12
CN(C1CCCCC1)S(=O)(=O)c1ccc(NC(=O)c2ccco2)cc1	?	0%	-10	-1	1%	2	-4%	1%	-0.2%	3	5
NC(=S)NN=C1c2cc(OCCN3CCOCC3)ccc2-c2ccc(OCCN3CCOCC3)cc21	?	.	-4	-7	.	-1	?	-5%	-0.3%	14	-9
CC(Sc1nc2ccccc2c(=O)n1C)C(=O)N(C)C1CCCCC1 (stereo unspecified)	.	.	-9	.	.	4	.	0%	-0.1%	3	-32
O=C(CNC(=O)c1cccc(F)c1)OCc1cc(=O)n2cc(Br)ccc2n1	-4%	1%	16	2	0%	-4	19%	2%	-0.6%	-8	-3
Cc1nc(SCc2ccc(Cl)cc2)ncc1C(=O)O	11%	1%	15	3	3%	1	-14%	0%	0.2%	12	2
CCOc1ccc(-c2nnc(NC(=O)c3ccc(OCC(C)C)c(OC)c3)o2)cc1	0%	6%	-13	1	0%	-3	-2%	-4%	-0.2%	-2	-15
CC(NC(=O)C(=O)NN=C1CCCCCCC1)c1ccccc1 (stereo unspecified)	?	2%	-5	0	-1%	-2	1%	4%	-0.3%	13	0
O=C(OCC(=O)N1CCC(Cc2ccccc2)CC1)c1ccc[nH]c1=O	-28%	6%	-2	1	0%	15	4%	-1%	0.0%	43	1
CCn1nnnc1SCC(=O)N1N=C(c2cccs2)CC1c1cccs1 (stereo unspecified)	.	.	-3	.	.	21	.	4%	-0.1%	-3	-13
CCn1c(=O)c(C(=O)Nc2ccccn2)c(O)c2ccccc21	-8%	3%	-4	-3	-3%	1	-5%	1%	0.0%	-3	-8
Clc1ccc(-n2nnnc2CN2CCOCC2)cc1Cl	-6%	3%	4	-3	4%	-2	-1%	4%	0.3%	0	-12
Nc1nc(N)c2[nH]c(-c3ccccc3)nc2n1	-20%	-3%	-21	1	-5%	2	16%	2%	2.1%	8	-8
CCCCCOc1ccc(C(O)C(CN2CCOCC2)c2ccccc2)cc1 (stereo unspecified)	-11%	-17%	-19	0	1%	15	52%[activator]	-5%	0.5%	-5	31
Cn1cnnc1SCC(=O)c1ccc2c(c1)NC(=O)CO2	.	.	-9	.	.	-1	.	0%	0.2%	-8	1
CN(Cc1ccccc1)C(=O)CCc1ccccc1	-6%	1%	-5	-1	4%	-2	32%[activator]	3%	-0.8%	0	4
CCC(C)C(NC(C)=O)C(=O)NC(=O)NC(c1ccccc1)c1ccccc1 (stereo unspecified)	?	-3%	-1	1	-4%	4	3%	3%	5.2%	7	17
COc1ccc(NC(=O)Nc2c(C)n(-c3ccccc3)c(=O)n2C)cc1OC	0%	0%	-7	0	2%	-5	7%	0%	0.3%	2	-12
COc1ccccc1N1CCc2c(C)nc3c(OC)cccc3c21	-5%	9%	24	-1	0%	0	8%	-1%	0.2%	19	-30
CC(C)(C)OC(=O)NN1CC(=O)N2Cc3ccccc3C[C@@H]2C1=O	-2%	.	6	0	1%	-2	10%	2%	0.0%	4	-12

Bioassay records (PubChem)

An excerpt, so the mix of outcomes need not match the whole.
